Screens as filed in PubChem.
Shn3 inh set2: inhibitors of Schnurri-3 3'UTR reporter in osteoblasts | Clone20 osteoblast Shn3 3'UTR firefly luciferase, 24 h | inhibition, % at 12.5 µM | 360,000 tested, 0.52% active | AID 588674;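 active means mean inhibition of at least 75% with every replicate also reaching 75%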;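 further: 0% = median of neutral control wells and 100% = pilot-screen positive control compound; some compounds past the cut are filed as inactive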
TRAIL sens C8: sensitizes caspase-8 expressing cells to TRAIL | AID 624354 | NB7+C8 cells + TRAIL, ATPlite viability luminescence | 360,000 tested, 1% active | inhibition (viability loss, TRAIL sensitization), % at 10 µM;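 active means compounds causing at least 50% loss of cell viability in the single-dose screen, relative to plate controls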
COUP-TFII inh: NR2F2 (human) inhibition, primary screen; P24468; HEK293T NGFI-A luciferase reporter, luminescence; inhibition, % at 8.6 µM; 370,000 tested, 0.7% active;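 active means inhibition above a per-plate cutoff, mean inhibition of test wells between control levels plus 3 SD, cut at about 38% in these data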;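 further: cells cotransfected with COUP-TFII expression vector driving the NGFI-A reporter; 0% = median of COUP-TF2 test wells and 100% = reporter-only cells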
Target sequence (P24468 whole entry, looked up): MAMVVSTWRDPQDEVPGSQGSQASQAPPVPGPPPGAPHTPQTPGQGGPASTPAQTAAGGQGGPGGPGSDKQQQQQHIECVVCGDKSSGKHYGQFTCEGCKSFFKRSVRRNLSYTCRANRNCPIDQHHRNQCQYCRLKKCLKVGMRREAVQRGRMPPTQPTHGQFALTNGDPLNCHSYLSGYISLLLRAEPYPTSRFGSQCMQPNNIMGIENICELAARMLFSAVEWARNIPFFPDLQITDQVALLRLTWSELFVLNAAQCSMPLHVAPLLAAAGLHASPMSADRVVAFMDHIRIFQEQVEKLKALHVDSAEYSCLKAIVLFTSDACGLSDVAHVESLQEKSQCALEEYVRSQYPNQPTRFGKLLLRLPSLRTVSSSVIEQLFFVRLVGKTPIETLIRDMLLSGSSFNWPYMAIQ
SRC1 inh: inhibitors of human steroid receptor coactivator 1 (SRC1); Q15788; HEK293 GAL4-SRC1 luciferase reporter, luminescence; inhibition, % at 3.6 µM; 360,000 tested, 0.12% active; AID 588354;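 active means inhibition above the campaign mean plus 3 SD, with each screening campaign given its own cutoff, cut at about 60% in these data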;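 further: 0% = DMSO treated cells and 100% = gossypol at 36 µM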
LMP1 NFkB inh: inhibitors of Epstein-Barr LMP1-induced NF-kappaB reporter. LMP1-induced NF-kappaB luciferase reporter cells, luminescence. inhibition, % at 12.5 µM. 350,000 tested, 0.69% active. AID 504558; in the data active means inhibition above about 41%;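 further: 0% = neutral control wells and 100% = reference inhibitor control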
SRC3 inh: human NCOA3 inhibition; Q9Y6Q9; HEK293 GAL4-SRC3 luciferase reporter, luminescence; inhibition, % at 3.6 µM; 360,000 tested, 0.17% active;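 active means inhibition above a per-campaign cutoff, the mean of all compounds plus 3 SD, cut at about 60% in these data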;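 further: 0% = DMSO-treated cells and 100% = gossypol-treated cells at 36 µM; higher means less SRC3-driven luciferase light from the GAL4 reporter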
TROY NFkB inh: TROY signaling inhibition; Q293 LMP1-TROYcd NF-kB luciferase reporter, 4 h; inhibition, % at 10 µM; 360,000 tested, 0.98% active; AID 1347056;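 active means compounds whose plate-normalised and pattern-corrected inhibition of the luciferase reporter signal at the single screening dose is 50% or more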
TWEAK-Fn14 inh: TWEAK-Fn14 signaling inhibition | TWEAK-stimulated Fn14 reporter cells, luciferase luminescence, 8 h | inhibition, % at 10 µM | 360,000 tested, 2% active | AID 1159606; in the data active means inhibition above about 50%
CF NFkB block: blocks PAF-induced NF-kB reporter in cystic fibrosis cells; KKLEB NF-kB-GFP reporter, GFP fluorescence overnight; inhibition, % at 5 µM; 360,000 tested, 0.86% active; AID 588850;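 active means at least 50% inhibition at 5 µM, scaled per plate between neutral and stimulator controls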;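 further: PAF is a Pseudomonas aeruginosa culture filtrate used as stimulus; plate controls were PAF-stimulated DMSO wells for no effect and unstimulated DMSO wells for full effect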
KKLEB tox: counter-screen for CF NF-kB inhibitors: cytotoxicity. KKLEB CF airway cells viability, ATPlite luminescence, overnight; hits give low values; cells stimulated with P. aeruginosa culture filtrate. activity change (cytotoxicity), % at 5 µM. 360,000 tested, 0.36% active. AID 602141;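 active means corrected activity change at or below -50% at 5 µM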
LRH-1 inv ag: suppresses constitutive activity of human LRH-1 | O00482 | HEK293T StAR-luciferase reporter, LRH-1 transfected, 24 h | inhibition, % at 3.6 µM | 360,000 tested, 0.13% active;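 active means inhibition above the mean inhibition of all tested compounds plus 3 SD, cut at about 73% in these data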;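 further: 0% = DMSO wells and 100% = reporter-only cells lacking LRH-1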
Target sequence (O00482 whole entry, looked up): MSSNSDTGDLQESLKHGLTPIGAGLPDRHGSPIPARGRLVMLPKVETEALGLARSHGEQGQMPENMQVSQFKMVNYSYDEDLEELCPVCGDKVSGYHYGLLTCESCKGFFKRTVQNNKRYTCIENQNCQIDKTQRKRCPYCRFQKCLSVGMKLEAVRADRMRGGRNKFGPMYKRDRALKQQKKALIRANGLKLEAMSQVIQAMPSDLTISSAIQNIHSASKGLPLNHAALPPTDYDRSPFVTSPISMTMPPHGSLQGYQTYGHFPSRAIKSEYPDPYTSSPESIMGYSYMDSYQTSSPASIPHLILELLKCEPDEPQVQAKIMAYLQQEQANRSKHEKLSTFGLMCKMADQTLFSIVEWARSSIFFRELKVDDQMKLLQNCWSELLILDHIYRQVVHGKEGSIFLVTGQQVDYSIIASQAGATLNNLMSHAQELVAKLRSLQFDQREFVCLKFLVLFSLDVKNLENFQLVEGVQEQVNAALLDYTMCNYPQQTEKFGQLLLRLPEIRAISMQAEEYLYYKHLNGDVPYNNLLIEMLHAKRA
An asterisk follows results filed as active; / = no result given. Some of the compounds tested. The share of hits here may be higher or lower than overall.

SMILES	Shn3 inh set2	TRAIL sens C8	COUP-TFII inh	SRC1 inh	LMP1 NFkB inh	SRC3 inh	TROY NFkB inh	TWEAK-Fn14 inh	CF NFkB block	KKLEB tox	LRH-1 inv ag
CCCCN(C)CCCNC(=O)CN1C(=O)CSc2ccc(S(=O)(=O)N3CCOCC3)cc21	-4	6	12	18	-9	16	-8	4	-8	-5	8
c1cc2c(cc1C1CCCN1)OCCCO2 (stereo unspecified)	-24	-8	8	9	-6	9	5	-21	1	-2	-6
CCC(C)(C(=O)NC1CCCCC1)N(C(=O)CNC(=O)c1ccccc1)c1c(C)n(C)n(-c2ccccc2)c1=O (stereo unspecified)	-5	-25	-18	-36	-4	11	-11	8	12	7	-10
Cc1ccc(CNCc2ccc3c(c2)OCO3)c(C)c1	13	0	15	-3	2	4	-6	-1	14	-2	-2
COc1cc(CCCN2CCNC[C@@H]2c2ccccc2)cc(OC)c1OC	7	7	8	-9	-2	-12	-24	7	-23	-3	12
CCC(CC)NC(=O)CO/N=C/c1ccccc1OC(F)F	-9	-4	13	-7	1	17	3	-10	-5	2	4
CCc1ccc(/C=N/Nc2ncnc3nc[nH]c23)cc1	-76	60*	-57	-89	22	-77	-19	18	0	-1	-101
C#CCOCCOCCOCCNc1nc(N2CCN(C(=O)C([C@@H](C)O)n3cc([C@@H](N)CCCCN)nn3)CC2)nc(N2CCN(C(=O)C([C@@H](C)O)n3cc([C@@H](N)CCCCN)nn3)CC2)n1 (stereo partly specified)	3	-10	5	-7	5	7	15	3	5	7	-12
CCOc1ccc(N(CC(=O)OC)S(=O)(=O)c2c(C)noc2C)cc1	-5	-8	1	8	4	5	-6	-16	-5	3	5
Cc1ccc(-c2nc(NC(=O)CSc3nnc(C)s3)ns2)cc1	-16	0	-31	-18	-8	-18	-21	-15	18	3	-13
CC(C(=O)N1CCN(C2c3ccccc3-c3ccccc32)CC1)N1C(=O)c2ccccc2C1=O (stereo unspecified)	19	5	-5	8	10	-6	12	-10	15	-18	-28
CCSc1nnc(NC(=O)c2cccc(S(=O)(=O)N(C)c3ccccc3)c2)s1	-4	7	9	-2	-2	8	1	0	-12	15	-5
CC(=O)Nc1ccc(SCCN2CC[C@@H](C(C)(C)C)CCC2=O)cc1	-5	15	16	-10	-8	-4	-8	-5	0	-2	11
Cc1cccc(NC(=O)CSc2ccc(-c3ccccn3)nn2)c1C	-11	7	-10	11	0	0	-8	-11	0	-8	8
Cc1cc(=O)n(C(C)c2ccccc2)n1C(C)c1ccccc1 (stereo unspecified)	18	6	7	-4	-3	12	10	2	-23	32	-5
CCc1nc2ccc(C(=O)N3CCN(c4cc(C)ccc4C)CC3)cc2nc1CC	2	-9	8	-6	-2	-3	8	-31	42	-25	-4
Cc1cc(C)c(NC(=O)CN2CCCCCC2)c(C)c1	-34	0	-21	-2	2	-34	-12	8	-14	7	-4
CCC(C)NC(=O)Cn1c(=O)n(CCCCCC(=O)Nc2ccccc2)c(=O)c2sccc21 (stereo unspecified)	16	-3	-12	-1	-14	7	-16	3	1	-7	-11
Cc1cccc(C(=O)NNC(=O)c2n[nH]c(=O)c3ccccc23)c1C	-22	7	-14	-14	-7	-21	29	-9	14	7	-37
CSCCC(NC(=O)c1ccco1)C(=O)NC1CCCCCC1 (stereo unspecified)	-21	-18	4	-5	-1	-22	-18	-18	-1	0	-10
Cc1nn(Cc2ccc(Cl)cc2)c(=O)n1N(C)c1ncc(C(F)(F)F)cc1Cl	0	-3	15	-4	10	15	-5	7	13	-13	-3
CCC(c1nnnn1-c1ccc2c(c1)OCCO2)N1CCN(CCN2CCOCC2)CC1 (stereo unspecified)	/	15	6	/	/	/	0	4	/	/	-13
C(=N/N1CCN(c2ccccc2)CC1)/c1cccs1	-77	-6	-21	-43	-16	-36	0	-21	1	6	-59
Cc1nc(SCC(=O)NC(C)(C#N)C2CC2)c2c(-c3cccs3)csc2n1 (stereo unspecified)	-8	18	6	-9	7	9	8	5	-3	-11	15
COc1ccccc1NC(=O)N(Cc1ccco1)Cc1cc2cc(C)cc(C)c2[nH]c1=O	15	15	2	3	6	5	10	15	16	14	26
COc1ccc(/C=C2/SC(=S)N(CCCC(=O)Nc3cccc(O)c3)C2=O)cc1	3	1	14	-5	5	1	-18	-16	-17	1	24
C=CCn1c(-c2ccc(S(=O)(=O)N3CCOCC3)cc2)csc1=Nc1ccccc1	84	13	-7	12	3	-9	20	24	-5	5	-9
O=C(c1ccc(Cl)c(S(=O)(=O)N2CCCCC2)c1)N1CCCCCC1	-8	-3	12	12	-1	11	0	-33	-31	4	0
O=S(=O)(Nc1ccccn1)c1ccc(Oc2ccccc2)cc1	-5	-8	-2	-9	5	-10	17	-9	19	-9	8
NS(=O)(=O)c1cccc(NC(=O)CSc2nc3ccccc3c(=O)n2Cc2ccco2)c1	-13	-1	2	2	-5	-10	-7	10	13	2	16

Retrieved one by one from the entries so far:
SMILES	Shn3 inh set2	TRAIL sens C8	COUP-TFII inh	SRC1 inh	LMP1 NFkB inh	SRC3 inh	TROY NFkB inh	TWEAK-Fn14 inh	CF NFkB block	KKLEB tox	LRH-1 inv ag
Cc1nn(Cc2ccc(Cl)cc2)c(=O)n1N(C)c1ncc(C(F)(F)F)cc1Cl	0	-3	15	-4	10	15	-5	7	13	-13	-3
CCC(C)(C(=O)NC1CCCCC1)N(C(=O)CNC(=O)c1ccccc1)c1c(C)n(C)n(-c2ccccc2)c1=O (stereo unspecified)	-5	-25	-18	-36	-4	11	-11	8	12	7	-10
COc1ccc(/C=C2/SC(=S)N(CCCC(=O)Nc3cccc(O)c3)C2=O)cc1	3	1	14	-5	5	1	-18	-16	-17	1	24
CC(C(=O)N1CCN(C2c3ccccc3-c3ccccc32)CC1)N1C(=O)c2ccccc2C1=O (stereo unspecified)	19	5	-5	8	10	-6	12	-10	15	-18	-28

One compound at a time, as listed above. Order of values: Shn3 inh set2	TRAIL sens C8	COUP-TFII inh	SRC1 inh	LMP1 NFkB inh	SRC3 inh	TROY NFkB inh	TWEAK-Fn14 inh	CF NFkB block	KKLEB tox	LRH-1 inv ag
Cc1nn(Cc2ccc(Cl)cc2)c(=O)n1N(C)c1ncc(C(F)(F)F)cc1Cl reads 0	-3	15	-4	10	15	-5	7	13	-13	-3
O=C(c1ccc(Cl)c(S(=O)(=O)N2CCCCC2)c1)N1CCCCCC1 reads -8	-3	12	12	-1	11	0	-33	-31	4	0

Next section:
SMILES	Shn3 inh set2	TRAIL sens C8	COUP-TFII inh	SRC1 inh	LMP1 NFkB inh	SRC3 inh	TROY NFkB inh	TWEAK-Fn14 inh	CF NFkB block	KKLEB tox	LRH-1 inv ag
COc1ccc2cc([C@H](C)C(=O)N(C)Cc3ccccc3N3CCCC3)ccc2c1	30	-1	-1	8	0	15	21	15	5	6	28
CN1CCN(c2ccccc2NC(=O)COc2ccc(Cl)cc2)CC1	7	12	-9	5	6	0	-3	-12	14	14	-9
O=C(Cn1nnc(-c2ccccc2F)n1)NCCc1ccccc1	2	17	-1	-28	-6	-10	-7	-20	0	4	13
CN(C)c1ccc(NC(=O)c2ccc3nc[nH]c3c2)cc1	-69	1	-34	-63	-7	-75	-9	2	-11	1	-50
C/C(CCC(=O)O)=N/Nc1ccc([N+](=O)[O-])cc1[N+](=O)[O-]	-25	-2	-6	-11	-2	22	5	1	-20	-2	19
Cc1ccccc1-c1nc(CS(=O)CC(=O)NC(C)CCc2ccccc2)c(C)o1 (stereo unspecified)	17	9	/	-29	1	-5	13	-14	12	-3	-25
CCSc1ccccc1C(=O)N1CCN(c2ccc([N+](=O)[O-])cc2)CC1	3	22	36	2	6	21	11	30	1	-3	31
CN1CCN(S(=O)(=O)c2cccc(C(=O)N3CCN(c4ccccc4F)CC3)c2)CC1	-15	-17	-11	-3	-7	6	-17	0	4	-2	2
CC(=O)c1cccc(NC(=O)C(C)OC(=O)c2cc(=O)[nH]c3ccccc23)c1 (stereo unspecified)	-4	7	-1	-4	3	4	14	-2	-12	0	21
COC1CCN(C(=O)c2ccc(OC3CCN(Cc4ccccn4)CC3)cc2)CC1	-15	8	5	-10	0	10	0	-16	8	0	0
Cc1ccnc(NS(=O)(=O)c2ccc(NC(=O)Cc3c(F)cccc3Cl)cc2)n1	-1	-4	-7	-3	-22	4	6	11	22	-1	2
COc1cc(/C=C/C(=O)OC(C)C(=O)Nc2c(C)n(C)n(-c3ccccc3)c2=O)ccc1OCC#N (stereo unspecified)	12	-3	-2	-17	2	7	-6	10	-6	6	-4
COc1ccc(N2CCN(C(=O)CSc3ccc([N+](=O)[O-])cc3)CC2)cc1	-6	-1	-12	6	6	18	10	-11	1	3	11
O=C(CN1CCN(c2ncc(C(F)(F)F)cc2Cl)CC1)NC(=O)NCc1ccccc1	3	-18	12	-23	-11	19	10	-18	-17	6	4
CC(=O)c1ccc(N2CCN(S(=O)(=O)c3ccc(-c4cnc(C5CC5)o4)cc3)CC2)cc1	81	20	/	-8	5	13	5	18	-20	12	-6
COc1ccc(C(=O)N/C(=C\c2cn(C)c3ccccc23)C(=O)N2CCN(C)CC2)cc1OC	6	18	-14	9	9	6	-17	-3	5	2	13
O=C(COC(=O)CCCN1C(=O)c2cccc3cccc(c23)C1=O)Nc1ccc(Cl)cc1	5	-4	-3	-10	-4	3	-25	-13	6	-24	-19
CC(=O)Nc1cc(C)nn1-c1nc2ccccc2s1	-65	6	1	-273	-5	-35	13	34	-48	6	-27
O=C(NCCc1csc(-c2cccnc2)n1)c1ccco1	-7	-9	-15	17	-6	17	-4	-5	0	13	-9
Cc1cc2nc(N)sc2cc1[N+](=O)[O-]	-19	-3	-13	-134	-8	-4	6	7	9	-5	-26
CC(C)(C)OC(=O)CNC(=O)c1[nH]cnc1C(=O)NC(c1ccccc1)c1ccccc1	1	-3	19	3	-5	7	4	-6	14	15	-17
CCc1cc2ccc(OC)cc2nc1SCC(=O)N1CCN(C(=O)c2ccco2)CC1	-7	3	-15	-10	-9	13	4	23	16	-9	4
